PLC-gamma1 inh: blocks human PLC-gamma1 enzyme activity. P19174. purified PLC-gamma1, fluorogenic substrate, fluorescence. inhibition, % at 12.2 µM. 370,000 compounds, 0.84% hits. AID 720700; in the data active = inhibition above about 9.5%
ASAP1 GAP inh: ASAP1 ArfGAP inhibition | 360,000 compounds, 0.19% hits | ASAP1-stimulated ARF1 GTP hydrolysis, GDP FP detection | inhibition, % at 16.5 µM | Q9ULH1; in the data active = inhibition above about 25%;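 note: 0% = vehicle with enzyme and substrate and 100% = no enzyme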
MBD2 inh: MBD2-methylated oligo binding inhibition | Q9UBB5 | TR-FRET, MBD2 binding to methylated oligonucleotide | inhibition, % at 4.4 µM | 370,000 compounds, 0.31% hits; in the data active = inhibition above about 13%
Target sequence (Q9UBB5 whole entry, looked up): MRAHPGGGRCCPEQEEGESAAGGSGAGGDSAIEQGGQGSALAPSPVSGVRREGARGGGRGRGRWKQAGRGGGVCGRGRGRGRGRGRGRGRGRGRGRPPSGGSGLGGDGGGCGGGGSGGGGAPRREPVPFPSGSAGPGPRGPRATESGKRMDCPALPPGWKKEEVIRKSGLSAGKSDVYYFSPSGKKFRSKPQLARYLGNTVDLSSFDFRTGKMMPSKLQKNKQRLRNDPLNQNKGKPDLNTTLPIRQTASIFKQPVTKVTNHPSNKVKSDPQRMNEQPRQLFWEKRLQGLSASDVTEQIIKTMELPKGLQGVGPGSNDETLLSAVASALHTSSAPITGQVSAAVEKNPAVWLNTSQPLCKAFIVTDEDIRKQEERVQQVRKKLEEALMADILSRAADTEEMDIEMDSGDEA
ADAM17 inh: inhibits human ADAM17 | recombinant ADAM17, EDANS/DABCYL FRET peptide cleavage | AID 720648 | inhibition, % at 6.95 µM | P78536 | 370,000 compounds, 0.83% hits;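 active = inhibition above the mean of compounds lying between control limits plus 3 SD, set per campaign, cut at about 8.5% in these data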;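 note: 0% = DMSO-only wells as the low control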
ARFGAP1 inh: inhibitors of rat ARFGAP1; Q62848; Arfgap1-stimulated ARF1 GTP hydrolysis, GDP FP detection; inhibition, % at 16.5 µM; 360,000 compounds, 0.26% hits;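 active = inhibition above a per-plate limit, mean inhibition of low control wells plus 3 SD, cut at about 25% in these data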;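 note: 0% = DMSO wells with enzyme and 100% = wells lacking Arfgap1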
Target sequence (Q62848 1-136 limits assumed): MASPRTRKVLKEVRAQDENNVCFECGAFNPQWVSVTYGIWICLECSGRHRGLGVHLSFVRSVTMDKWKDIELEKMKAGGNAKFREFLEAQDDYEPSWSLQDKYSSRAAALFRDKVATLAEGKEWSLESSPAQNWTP
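Material: rat Arfgap1 GAP domain (His6, aa 1-136), purified enzyme. Also added: human ARF1(Δ1-17)-GTP substrate. Compound dosing: 16.5 µM single point, 1.26% DMSO. Timing: enzyme reaction 120 min at 25 °C after 20 min preincubation. Signal: GDP detection by fluorescence polarization. Read-out basis: percent inhibition of GAP-stimulated GDP formation, scaled between DMSO and no-Arfgap1 medians.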
proKLK7 act: activates the human kallikrein-7 zymogen | P49862 | purified proKLK7, EDANS-DABCYL substrate fluorescence; 100% is mature enzyme control, 0% vehicle | activation, % at 7 µM | 370,000 compounds, 0.9% hits | AID 652039;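 active = activation above the mean of all tested compounds plus 3 SD, computed per campaign excluding outliers beyond control limits, cut at about 13% in these data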
Target sequence (P49862 whole entry, looked up): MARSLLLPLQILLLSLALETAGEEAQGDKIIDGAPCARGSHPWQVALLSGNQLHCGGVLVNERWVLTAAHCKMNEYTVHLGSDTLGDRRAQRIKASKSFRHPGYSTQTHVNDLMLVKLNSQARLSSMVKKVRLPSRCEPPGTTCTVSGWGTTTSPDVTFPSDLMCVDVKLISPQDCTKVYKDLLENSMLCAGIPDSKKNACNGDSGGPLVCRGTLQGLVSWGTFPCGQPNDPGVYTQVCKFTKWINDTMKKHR
UHRF1 MBD2 ctr: human UHRF1 methylated DNA binding inhibitors; Q96T88; UHRF1 binding to methylated oligo, TR-FRET; inhibition, % at 4.4 µM; 370,000 compounds, 0.75% hits; AID 687016; in the data active = inhibition above about 21%;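 note: UHRF1 SRA domain binding a hemimethylated CpG hairpin DNA probe; 0% = median of test compound wells and 100% = reference inhibitor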
Tn6 DDE FP: DD(E)-Tn6 binding inhibition, primary FP screen | P02675 | Fibrin DD(E) TRITC-Tn6 fluorescence polarization displacement | inhibition, % at 8.3 µM | 370,000 compounds, 0.21% hits | AID 720509;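 active = inhibition above a per-campaign cutoff: mean of compounds within control limits plus 3 SD, cut at about 15% in these data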;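 note: 0% = median of all compound wells on the plate and 100% = blocking peptide control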
DDE Tn7 FP inh: inhibitors of Tn7 peptide binding to human fibrin DD(E). P02675. FP displacement of FITC-Tn7 peptide from fibrin DD(E); 0% = median of compound wells per plate. inhibition, % at 8.3 µM. 370,000 compounds, 0.13% hits;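 active = inhibition above the mean of compounds falling within the control limits plus 3 SD of them, cut at about 14% in these data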;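 note: 0% = plate median of compound wells and 100% = 10 µM Aha-Tn7 peptide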
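Assay system: Human fibrin DD(E) protein | Medium: Tris buffer with calcium and detergent, pH 7.8 | Reagent: 0.1 µM fluorescent Tn7 | Compound dosing: Single point at 8.3 µM | Times: 10 min preincubation, 3 h with tracer, room temperature | Detection: Fluorescence polarization of the labelled Tn7 tracer | Controls: Aha-Tn7 high control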
PLCb3 inh: blocks human PLC-beta3 enzyme activity | Purified PLC-beta3, fluorogenic substrate, fluorescence | 370,000 compounds, 0.18% hits | AID 720704 | Q01970 | inhibition, % at 12.2 µM; in the data active = inhibition above about 11%;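 note: 0% = median of compound wells on plate and 100% = full blocker control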
Starred values were filed as active, the others as inactive; i = inactive.

SMILES	PLC-gamma1 inh	ASAP1 GAP inh	MBD2 inh	ADAM17 inh	ARFGAP1 inh	proKLK7 act	UHRF1 MBD2 ctr	Tn6 DDE FP	DDE Tn7 FP inh	PLCb3 inh
Cc1ccc(NS(=O)(=O)c2ccc(NC(=O)c3cccs3)cc2)cc1	3	11	-3	4	5	0.2	2	-10	-2	2
C#CCOCCOCCOCCNc1nc(N2CCN(C(=O)C([C@@H](C)CC)n3cc(C(N)CO)nn3)CC2)nc(N2CCN(C(=O)C([C@@H](C)CC)n3cc(C(N)COC(=O)C(F)(F)F)nn3)CC2)n1 (stereo partly specified)	1	-12	0	-2	-6	-0.3	8	9	-4	-4
CCn1c(-c2cc(-c3ccccc3)sc2N)n[nH]c1=S	-3	-4	-6	-7	-3	-5.1	-1	-3	7	-5
Cn1/c(=N/N=C/c2ccccn2)sc2ccccc21	-21	13	1	4	-3	-1.4	-3	-3	-6	-19
C/C(=N\O)C(C)(C)Nc1ccc(F)cc1	0	-17	-5	2	8	-0.5	-1	0	6	-3
CCN(CC)S(=O)(=O)c1cccc(NC(=O)COc2ncnc3sccc23)c1	0	-1	-7	3	10	-0.1	0	4	4	2
CCN(c1ccccc1)S(=O)(=O)c1ccc(C(C(=O)OC)C(=O)OC)c([N+](=O)[O-])c1	1	2	4	-4	-10	-0.3	1	-3	0	2
O=C(OCCOCn1cc(Br)c(=O)[nH]c1=O)c1ccccc1	0	-13	-2	-3	11	-0.8	1	2	3	-5
COc1ccccc1/C=C/C=C1\Oc2c(ccc(O)c2CN(C)C)C1=O	-301	14	-8	-26	11	-0.5	-14	-8	-10	i
CC(C)C[C@H](NC(=O)c1nc[nH]c1C(=O)N1CCC(C)CC1)C(=O)OC(C)(C)C	2	-6	-1	-5	14	0.0	1	-3	2	1
Cc1cc(Br)cn2c(Cc3ccsc3)c(-c3ccccc3)nc12	-10	17	6	-5	-10	-0.4	10	9	3	-19
CC(CN)(NS(=O)(=O)c1ccccc1)c1ccccc1 (stereo unspecified)	-2	7	6	-10	14	-0.5	1	-3	2	-5
COc1ccc(C(C(=O)NC2CCCCC2)N(C(=O)c2ccccn2)c2cccnc2)c(OC)c1 (stereo unspecified)	0	-8	-3	0	-8	0.0	-2	5	-3	-1
CC(C)C(NC(=O)Cc1ccccc1[N+](=O)[O-])C(C)C	3	-4	0	-2	0	-0.1	-1	2	3	3
O=C(/C=C/c1ccc(Cl)cc1)Nc1ccc(N2CCCCC2)cc1	-1	-2	2	-3	10	-0.6	4	-4	3	1
O=C(Cc1ccccc1F)NCC(=O)Nc1ccccc1Br	-3	-1	-4	1	3	-0.2	-2	0	-2	-4
COc1ccccc1CNCC(=O)Nc1ccc(C(F)(F)F)cc1	7	0	6	-2	4	-0.6	6	0	0	-10
C[C@H](NC(=O)N1CCn2c1nc1ccccc12)C(=O)NCc1ccco1	-4	-10	1	0	-5	0.5	2	3	3	-3
Cc1cc(C(=O)Nc2c(C)n(C)n(-c3ccccc3)c2=O)c(C)o1	2	9	4	-6	-3	-0.1	2	-4	-4	-1
COc1cc(-n2nnnc2SCC(=O)N2CCN(c3ccc(F)cc3)CC2)c(OC)cc1Cl	0	5	3	-4	3	0.7	2	-5	6	3
CCN(C(=O)c1cc(S(=O)(=O)N2CCc3ccccc32)cn1C)c1ccccc1	2	2	1	1	3	0.2	0	-1	-3	1
CC(C(=O)Nc1ccc2c(c1)OCO2)N1CCN(C)CC1 (stereo unspecified)	0	0	-6	2	-13	-0.4	3	-7	4	-7
O=C(O)c1ccc(CSc2ccccn2)cc1	-2	-3	3	3	-5	0.3	2	-8	-4	2
CCCc1nnc(SCC(=O)N2CCCCC2C)n1CC1CCCO1 (stereo unspecified)	3	-5	1	-2	-12	-0.1	-2	6	-4	1
C=CCn1cnc2scc(-c3ccc(OC)cc3)c2c1=O	-9	-2	3	-6	7	-1.8	3	2	6	-15

Some entries already given, showing only PLC-gamma1 inh.
mol | PLC-gamma1 inh
Cc1cc(C(=O)Nc2c(C)n(C)n(-c3ccccc3)c2=O)c(C)o1 | 2
COc1cc(-n2nnnc2SCC(=O)N2CCN(c3ccc(F)cc3)CC2)c(OC)cc1Cl | 0
CCN(C(=O)c1cc(S(=O)(=O)N2CCc3ccccc32)cn1C)c1ccccc1 | 2
CC(C(=O)Nc1ccc2c(c1)OCO2)N1CCN(C)CC1 (stereo unspecified) | 0
O=C(O)c1ccc(CSc2ccccn2)cc1 | -2
CCCc1nnc(SCC(=O)N2CCCCC2C)n1CC1CCCO1 (stereo unspecified) | 3

The list continues.
SMILES	PLC-gamma1 inh	ASAP1 GAP inh	MBD2 inh	ADAM17 inh	ARFGAP1 inh	proKLK7 act	UHRF1 MBD2 ctr	Tn6 DDE FP	DDE Tn7 FP inh	PLCb3 inh
COc1ccc(S(=O)(=O)NC(=O)C2(C)CCN2C(=O)Cc2cc(F)ccc2F)cc1 (stereo unspecified)	5	8	1	-1	-6	0.6	3	2	5	1
CC(C)CC(=O)NC(NC(=S)Nc1sc2c(c1C#N)CCCC2)C(Cl)(Cl)Cl (stereo unspecified)	2	7	6	0	2	-0.7	-2	-5	-1	3
COc1ccc(-c2ccc(-c3noc(-c4ccccc4F)n3)c(OC)n2)cc1	-4	12	-5	-8	-2	-0.4	2	2	-5	-6
COC(=O)Cc1c(O)ccn(CCc2ccccc2)c1=O	-1	-4	3	0	1	-0.1	-1	3	-1	2
Cc1cccc(NC(=O)CSCC(=O)N(C)Cc2ccc(Cl)c(Cl)c2)c1	-3	-1	1	5	-6	0.0	-2	2	2	-11
O=[N+]([O-])c1ccc(O)c(/C=N/Nc2ccccc2Cl)c1	3	20	12	-4	14	-0.6	6	-1	3	-7
CCCC(=O)Nc1ccc(C(=O)COC(=O)C2CC2C)cc1 (stereo unspecified)	4	13	-2	0	4	-0.8	2	4	-3	-1
COc1ccc(CNC(=O)c2ccc(CS(=O)(=O)c3ccc(Br)cc3)o2)cc1	0	-3	-3	2	5	-0.4	1	-2	8	-1
COc1cc(NC(=O)Cc2ccccc2)cc(OC)c1	0	-2	6	-1	11	0.2	1	-3	1	-5
Cc1ccc(O)c(NC(=S)NC(=O)/C=C/c2ccccc2)c1	0	13	-7	-2	4	-1.2	1	12	-3	-8
C/C=C\C(=O)Nc1cccc(C2=NOC3(C2)C[C@H](C(N)=O)N(C(=O)Cc2ccc([N+](=O)[O-])cc2)C3)c1 (stereo partly specified)	3	6	2	1	13	0.1	2	-8	-8	4
Cc1ccc(C(=O)Nc2nccc(C)n2)cc1	0	-3	-4	-2	-9	0.0	-3	3	-2	-2
O=c1ccc(-c2ccccc2)nn1Cc1ccc(F)cc1	1	14	7	-7	1	0.2	1	-3	-3	-12
COc1ccccc1S(=O)(=O)Nc1cc(S(=O)(=O)N2CCCCC2)ccc1N1CCOCC1	2	-13	-6	-5	2	0.5	0	8	3	-5
COC(=O)c1ccc(CNC(=O)COC(=O)/C=C/c2cc(OC)c(OC)c(OC)c2)cc1	-21	-11	0	-17	0	0.0	-1	-2	-1	-23
COc1ccc(C2CC(c3ccccc3)=NN2c2ccc(/C=N/NC(=O)c3ccncc3)cc2)cc1 (stereo unspecified)	-52	5	5	-5	1	-0.1	-1	-3	-5	-63
CCC1CCCCN1CCCNC(=O)c1cn(CC)c2ccc(S(=O)(=O)N3CCc4ccccc4C3)cc2c1=O (stereo unspecified)	1	7	1	-3	5	-0.1	1	2	3	-2
CN1CCN(c2ccccc2NC(=O)c2ccc(OCc3ccccc3)cc2)CC1	2	-8	5	-3	1	0.2	11	6	4	1
O=C(c1ccccc1)c1ccc(OCCCN2CCCCC2)cc1	5	14	0	-17	4	-0.3	7	-3	2	5

Three entries from above, ordered by their value in UHRF1 MBD2 ctr, descending:
SMILES	PLC-gamma1 inh	ASAP1 GAP inh	MBD2 inh	ADAM17 inh	ARFGAP1 inh	proKLK7 act	UHRF1 MBD2 ctr	Tn6 DDE FP	DDE Tn7 FP inh	PLCb3 inh
CN1CCN(c2ccccc2NC(=O)c2ccc(OCc3ccccc3)cc2)CC1	2	-8	5	-3	1	0.2	11	6	4	1
COc1ccc(CNC(=O)c2ccc(CS(=O)(=O)c3ccc(Br)cc3)o2)cc1	0	-3	-3	2	5	-0.4	1	-2	8	-1
COc1ccc(C2CC(c3ccccc3)=NN2c2ccc(/C=N/NC(=O)c3ccncc3)cc2)cc1 (stereo unspecified)	-52	5	5	-5	1	-0.1	-1	-3	-5	-63
